Bioassay records from PubChem BioAssay.
GAA glycogen: alters human alpha-glucosidase cleavage of glycogen; 0.38% of 300,000 active; recombinant GAA, glycogen substrate, Amplex Red glucose oxidase fluorescence; Potency, µM (doses to about 76.4 µM), inactives show at the top dose activity change, negative = inhibition, actives largely listed as inhibitors; active = well fitted inhibition curve with a large enough effect; inconclusive = small, poorly fitted or top-dose-only effect, or another doubt; inactive = no such curve, though single readings can be large or run the other way;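 also: 0% = full enzyme reaction and -100% = no-enzyme basal signal; the screen sought inhibitors and activators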
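qHTS, 1536-well; enzyme 4 nM final; cpd up to 77 uM; substrate bovine liver glycogen 30 ug; 50 mM citrate/phosphate pH 5.0, 0.01% Tween-20; 37 C, 40 min; Amplex Red detection 45 min RT; Hill fit → AC50.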
The depositor's hits bear a star; ? = inconclusive; [ ] = dose if it differs, or a comment. Potency is read from the fitted curve at half-maximal effect. Some of the compounds tested (hit frequency here may not be typical).

mol | GAA glycogen
CSc1cccc(CNC(=O)C2CCC(=O)N(CCc3ccccn3)C2)c1 (stereo not given) | -1.4%[76.3 µM]
COc1ccccc1OCC(=O)Nc1ccccc1C(=O)N1CCCC1 | -8.9%
O=C(N/N=C/c1ccccn1)c1cccc(NC(=O)c2ccccc2Cl)c1 | 1.4%
Cc1cc(C)c(S(=O)(=O)Nc2ccc(N(C)C)cc2)c(C)c1-n1cnnn1 | 3.8%
CSCC[C@H](N)C(=O)N1CCC(C(=O)N[C@H](C)C(=O)NC(C)c2ccccc2)CC1 (stereo not given in full) | -6.7%[76.3 µM]
CCCC(=O)N1CCCC(C(=O)c2ccc(OC)c(OC)c2)C1 (stereo not given) | 20.3%[76.3 µM]
O=C(c1ccco1)N1CCN(CCOc2ccc(F)cc2)CC1 | 2.0%
NS(=O)(=O)c1cc(C(=O)OCC(=O)N2CCOCC2)ccc1Cl | -6.0%
COc1ccc(C2CC(=O)c3c([nH]c(C(=O)OC4CCCCCC4)c3C)C2)cc1 (stereo not given) | -5.8%[76.3 µM]
O=C(CSc1oc(-c2ccco2)nc1S(=O)(=O)c1ccc(Cl)cc1)Nc1ccc(F)cc1 | -1.4%[76.3 µM]
COc1ccc(OC)c(NC(=O)c2cc3c(s2)-c2ccccc2SC3)c1 | -8.0%[76.3 µM]
O=C(NCCc1ccccn1)c1nc(Cn2cc([N+](=O)[O-])cn2)no1 | 5.7%
C=CCn1c(SCC(=O)Nc2ccc(F)cc2)nc2ccccc2c1=O | 0.8%[76.3 µM]
COc1cccc(Cn2c(C)c(CNCc3ccccc3Cl)c(C(=O)O)c2C)c1 | 13.6%[76.3 µM]
OCC[C@@H]1C[C@H](O)[C@@H](O)[C@@]2(Cc3ccccc3CCO2)O1 | 17.7%[76.3 µM]
COc1cc(OC)cc(C(=O)N[C@H](C(=O)NCc2ccccc2)C(C)C)c1 | 5.6%
Cc1cc(C(C)(C)C)cc(C)c1COC(=O)c1cccnc1 | 6.4%
Cc1ccc(NC(=O)CSCC(=O)NCCc2ccccc2)cc1 | 3.1%[76.3 µM]
N#Cc1ccccc1NC(=S)NC(=O)c1cccs1 | -2.0%[76.3 µM]
CCC(=O)N1CCc2cc(Br)cc(S(=O)(=O)CCC(=O)NCCc3ccc(Cl)cc3)c21 | 4.6%[76.3 µM]
O=C(c1ccccc1Br)N1N=C(c2ccccc2)CC1c1ccccc1F (stereo not given) | -1.8%
CC(Oc1ccc2ccccc2c1)C(=O)NNC(=O)Nc1ccccc1F (stereo not given) | -1.1%[76.3 µM]
Cc1n[nH]c(C)c1CN(C)C(=O)c1cc(COc2ccc(F)c(F)c2)on1 | -0.3%[76.3 µM]
O=C(Nc1ccc(Cl)cc1)Nc1ccc(-c2cnco2)cc1 | 4.0%
Cc1ccc(Cl)cc1N1CCN(S(=O)(=O)c2c(C)[nH]c(C)c2C(=O)N2CCCC2)CC1 | -10.2%[76.3 µM]

Next part
mol | GAA glycogen
CS(=O)(=O)Nc1ccc(-c2cn3c(n2)SCC3)cc1 | 8.3%
Cc1cccc(NC(=O)CSc2nc(-c3ccccc3Cl)nc3c2Cc2c(CO)cnc(C)c2O3)c1C | 4.1%[76.3 µM]
Cc1cc(-c2ccc(S(=O)(=O)N3CCCCC3)s2)on1 | -12.1%[76.3 µM]
O=C(NCc1ccc2c(c1)OCO2)c1nc(Cn2cc([N+](=O)[O-])cn2)no1 | 0.6%
Cc1ccc(-c2cc(C(F)(F)F)n3ncc(-c4ccc(Cl)cc4)c3n2)cc1 | -2.6%[76.3 µM]
O=C1OC(N2C(=O)CC[C@H]2C(=O)Nc2ccc3c(c2)OCO3)c2ccccc21 (stereo not given in full) | 31.6µM*
COC(=O)[C@]1(S(=O)(=O)c2ccccc2)C[C@@H]2ON=C(c3ccc(OC)cc3)[C@@H]2C1 | 13.6%[76.3 µM]
Cc1c(NC(=S)NC(=O)c2ccc(COc3ccccc3)cc2)cccc1C(=O)O | 0.9%[76.3 µM]
O=C(NCCN1CCOCC1)c1ccc(/C=C2\Sc3ccccc3N(Cc3ccc(F)cc3)C2=O)cc1 | -5.4%[76.3 µM]
CCCc1nnc(NC(=O)CCC(=O)NC2CCCCCC2)s1 | -9.1%[76.3 µM]
Clc1ccc(CSc2ccc(-c3cccs3)nn2)cc1 | -2.7%[76.3 µM]
NC(=O)CC(NC(=O)c1ccccc1)c1ccc(N2CCc3ccccc3C2)c([N+](=O)[O-])c1 (stereo not given) | 10.3%[76.3 µM]
COCCNC(=O)Cn1nc(-c2ccc(Cl)cc2)c2ccccc2c1=O | 2.3%
Cc1ccc(OCCSc2nc3ccccc3n2CC(=O)N2CCOCC2)cc1C | -0.2%[76.3 µM]
CCN(CC)S(=O)(=O)c1ccc2c(c1)oc(=O)n2CC(=O)NC1CCCCC1 | 3.9%[76.3 µM]
CCOc1ccc(N(Cc2ccccc2)C(=O)c2nc(SC)ncc2Cl)cc1 | -14.0%[76.3 µM]
Cc1ccc(NC(=O)C(C)OC(=O)/C=C/c2ccccc2)cc1 (stereo not given) | -0.3%[76.3 µM]
CCCCOc1ccc(C(=O)Nc2ccc3c(c2)C(=O)NC3=O)cc1 | 19.7%[76.3 µM]
CNC(=S)N(CCCN(C)C)Cc1cc2cc3c(cc2[nH]c1=O)OCCO3 | 13.2%[76.3 µM]
CCOC(=O)CCn1cnc2onc(-c3cc(OC)ccc3Cl)c2c1=O | 9.7%[76.3 µM]
CCc1cccc(CC)c1NS(=O)(=O)c1ccc2c(c1)CCN2C(=O)C1CC1 | 8.6%[76.3 µM]
CCCCNC(=O)CCn1nc(-c2ccc(Cl)cc2)ccc1=O | -13.3%
CC(=O)c1sc(NC(=O)c2ccc(COc3ccccc3Cl)o2)nc1C | 0.6%
OCC[C@@H]1C[C@@H](O)[C@H](O)[C@@]2(Cc3ccccc3CO2)O1 | 17.3%[76.3 µM]
Cc1ccc(NC(=O)CN2C(=O)COc3ccc(S(=O)(=O)N4CCOCC4)cc32)cc1F | -0.3%[76.3 µM]

2 compounds picked at random from those above, as already listed:
mol | GAA glycogen
Cc1cc(C(C)(C)C)cc(C)c1COC(=O)c1cccnc1 | 6.4%
CCOc1ccc(N(Cc2ccccc2)C(=O)c2nc(SC)ncc2Cl)cc1 | -14.0%[76.3 µM]

(continued)
mol | GAA glycogen
COc1ccc(CC(=O)NNS(=O)(=O)c2ccc([N+](=O)[O-])cc2)cc1OC | 7.6%
Oc1ccc(Cl)cc1C1=Nc2ccccc2N=C(c2cccc(Br)c2)C1 | 16.8%[76.3 µM]
CCCc1c(C(=O)N/N=C(\C)CCc2ccc(OC)cc2)nnn1-c1nonc1N | -1.7%[76.3 µM]
Fc1ccc(Nc2nc(Nc3ccc(F)cc3)nc(N3CCOCC3)n2)cc1 | 1.0%[76.3 µM]
O=C(Cc1ccc(Cl)cc1)NNC(=O)c1ccco1 | -15.5%[76.3 µM]
O=S(=O)(NCCc1nnc2ccc(SCc3cccc(Cl)c3)nn12)c1ccccc1 | 5.1%[76.3 µM]
C=CCN1/C(=C2/SC(=S)N(C)C2=O)Sc2ccccc21 | 0.6%[76.3 µM]
CCCOc1ccc(C2=CSC3=NCCN23)cc1[N+](=O)[O-] | 0.7%
O/N=C(/c1ccc(F)cc1)C1CC1c1c(F)cccc1Cl (stereo not given) | 0.0%
CC(C)CC(=O)Nc1ccc(S(=O)(=O)N2CCCC2)cc1 | -10.0%[15.3 µM]
CCOc1ccc(-c2nnc(SCC(=O)Nc3cccc(Cl)c3C)o2)cc1 | 9.8%[76.3 µM]
Cc1c(C(=O)N2CCCCC2)c(S(=O)(=O)N2CCc3ccccc32)c(C)n1C | -5.1%[76.3 µM]
O=C(NCCc1ccccc1Cl)c1ccc(Cn2c(=O)c3cccn3c3cccnc32)cc1 | 0.0%[76.3 µM]
CC(C)c1ccc2oc(-c3cc(NC(=O)c4cccnc4)ccc3Cl)nc2c1 | 5.8%[76.3 µM]
O=C(NCc1ccc(Cl)cc1)C1CCN(c2nnc(N3CCCC3=O)s2)CC1 | -6.5%[76.3 µM]
Cc1cc(C)n(-c2nnc(Nc3ccc(C)c(Cl)c3)c3ccccc23)n1 | -1.2%[76.3 µM]
CC(C)Oc1ccc(CNC(=O)CCCn2c(=O)c3cccn3c3cccnc32)cc1 | -13.2%[76.3 µM]
COc1ccc(OC(C)C(=O)NC(C)c2ccccc2)cc1 (stereo not given) | -4.5%
COc1ccc(CNC(=O)C2CCN(Cc3nc(-c4ccc(Cl)cc4)oc3C)CC2)cc1 | -2.8%[76.3 µM]
CCCNC(=O)COc1coc(CN2CCN(Cc3ccccc3)CC2)cc1=O | -2.7%[76.3 µM]
CC(CC(=O)Nc1nnc(CC(C)(C)C)s1)c1ccccc1 (stereo not given) | 1.6%[76.3 µM]
CC(=O)c1ccc(NC(=O)NNS(=O)(=O)c2ccc([N+](=O)[O-])cc2)cc1 | ?
CN(C)c1cccc(C(=O)Nc2cccc(S(=O)(=O)NC3=NCCC3)c2)c1 | -1.4%[76.3 µM]
Cc1cc(NC(=O)CN2C(=O)/C(=C/c3ccccc3F)SC2=S)no1 | -4.2%
Cc1ccccc1NC(=O)c1cccc2c(=O)c3c([nH]c12)CCCC3 | 6.0%[76.3 µM]

Next part
mol | GAA glycogen
CC(C)c1ccccc1OCC(=O)Nc1ccc2[nH]ncc2c1 | -7.5%[76.3 µM]
Cc1ccc(NC2CCCN(C(=O)c3ccccc3-c3ncc[nH]3)C2)cc1C (stereo not given) | -3.2%[76.3 µM]
Cc1nn(C)c(C)c1CN(C(=O)C1CCC(=O)N(C2CCCCCC2)C1)C(C)C (stereo not given) | 3.1%[76.3 µM]
COc1ccc(N2C(=O)c3ccccc3NC2c2ccc(NC(C)=O)cc2)c(OC)c1 (stereo not given) | 2.8%
O=C(c1ccc2c(c1)CCN2S(=O)(=O)c1ccc(Cl)cc1)N1CCN(c2ccccc2F)CC1 | 7.9%[76.3 µM]
COc1ccc(/C(N)=N/OC(=O)c2c(-c3ccccc3Cl)noc2C)cc1OC | -4.2%[76.3 µM]
Cc1ccc(S(=O)(=O)CCC(=O)N2CCN(c3ccc([N+](=O)[O-])cc3)CC2)cc1 | 4.7%[76.3 µM]
CC(C)Oc1ccc(CN2CCCC(CO)(Cc3ccc(F)cc3)C2)cc1 (stereo not given) | 4.2%[76.3 µM]
CC1CCc2sc3ncnc(N4CCN(C)CC4)c3c2C1 (stereo not given) | -4.5%[76.3 µM]
Cc1ccc(N(CC(=O)NC2CCCC2)C(=O)CCC(=O)Nc2nc(C)cs2)cc1 | 0.1%
[N-]=[N+]=NC(c1ccccc1)c1nc2ccccc2[nH]c1=O (stereo not given) | 0.2%
Cc1ccc(Cn2nc(C)c(NC(=O)c3cc(-c4ccc(F)cc4)on3)c2C)cc1 | 10.5%[76.3 µM]
CC(=O)Nc1ccc(C2Sc3ccccc3NC3=C2C(=O)c2ccccc23)cc1 (stereo not given) | ?
O=C(NCCc1ccccc1)c1ccc(CSc2nc3ccncc3n2Cc2ccccc2F)cc1 | 9.2%[76.3 µM]
Cc1cc(NS(=O)(=O)c2ccc(NC(=O)COc3c(C)cc(Br)cc3C)cc2)no1 | 1.3%[76.3 µM]
CCN1CCN(C(=O)/C=C/c2ccc(OC)cc2)CC1 | -3.3%[76.3 µM]
CN(CC(=O)Nc1cccc(F)c1)C(=O)COc1cccc2c1OC(C)(C)C2 | -2.9%[76.3 µM]
Cc1nc2ccc(S(=O)(=O)NC(C(=O)N3CCN(c4cccc(Cl)c4)CC3)C(C)C)cc2s1 (stereo not given) | -17.2%[76.3 µM]
COc1ccccc1NC(=O)CSc1nnnn1-c1ccccc1OC | 1.5%[76.3 µM]
CCOC(=O)N1CCC(NC(=O)c2ccc3c(c2)N(Cc2cc(C)ccc2C)C(=O)c2ccccc2S3(=O)=O)CC1 | -2.8%[76.3 µM]
COc1ccc(CNCCC(c2ccc(OC(C)C)cc2)c2ccccc2OC)cc1 (stereo not given) | 1.5%
CCOC(=O)C1=C(CN(CC)Cc2ccccc2)NC(=O)NC1c1ccc(Cl)cc1 (stereo not given) | -19.5%[76.3 µM]
O=c1c2oc3ccccc3c2n(Cc2cccc(F)c2)c(=O)n1Cc1ccco1 | 3.7%[76.3 µM]
CCCn1cc(S(=O)(=O)c2ccc(OC)cc2)c(=O)c2cc(OCC)ccc21 | -12.0%[76.3 µM]
COc1ccc(OCCn2c(C(C)Oc3ccccc3)nc3ccccc32)cc1 (stereo not given) | -9.2%[76.3 µM]

Among those listed so far, these have a COOH group.
mol | GAA glycogen
COc1cccc(Cn2c(C)c(CNCc3ccccc3Cl)c(C(=O)O)c2C)c1 | 13.6%[76.3 µM]
Cc1c(NC(=S)NC(=O)c2ccc(COc3ccccc3)cc2)cccc1C(=O)O | 0.9%[76.3 µM]

The results go on:
mol | GAA glycogen
CC(C)C[C@H](NC(=O)OC(C)(C)C)C(=O)N[C@@H](CO)[C@H](O)[C@@H]1C[C@@H]1C(=O)N(C)C | ?
O=C(NCCc1ccc(Cl)cc1)c1nnc(Cc2ccc(F)cc2)o1 | -6.0%[76.3 µM]
CCN(C(=O)CCc1nc(-c2ccc(C)cc2)no1)c1cccc(Cl)c1 | 10.9%[76.3 µM]
C=C1CCC2C(C)(C)[C@@H](O)CC[C@@]2(C)[C@@H]1COc1ccc2ccc(=O)oc2c1 (stereo not given in full) | -11.9%
Cc1c(Cl)cccc1NC(=O)NCCCN1CCCC1=O | -6.1%[76.3 µM]
CCOCCCNC(=O)c1ccc2c(c1)ncn2-c1ccccc1OC | 1.9%
Cc1ccc(S(=O)(=O)NCc2ccccn2)cc1C | -5.5%[76.3 µM]

Structures above shown as hits in GAA glycogen:
mol | GAA glycogen
O=C1OC(N2C(=O)CC[C@H]2C(=O)Nc2ccc3c(c2)OCO3)c2ccccc21 (stereo not given in full) | 31.6µM*
